# High-throughput results deposited in PubChem BioAssay by National Center for Advancing Translational Sciences (NCATS).
# Pf growth 48h – P. falciparum growth inhibition at 48 hours (one generation); P. falciparum luciferase growth in erythrocytes, 48 h; Potency, µM (highest dose often 28.7 µM), for the others: at the top dose activity change, negative = inhibition, actives largely listed as inhibitors; actives 5.9% (n = 310,000); note: potency is the fitted concentration of half-maximal effect; % is set by controls: 0 for no effect and ±100 for the full control effect
#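 Luciferase-expressing parasites in RBCs, 2% Hct / 0.1% parasitemia final; RPMI 1640 + 0.5% Albumax; 37 C, 5% CO2, one generation; luminescence read-out, lower signal = inhibition.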
# AmpC inh no detg – inhibitors of E. coli AmpC beta-lactamase without detergent | actives 0.52% (n = 330,000) | AmpC nitrocefin hydrolysis, absorbance 480 nm, 0.0001% Triton | P00811 | Potency, µM (titrated, usually from 57.1 µM), for inactives: at the highest dose activity change, negative = inhibition, most hits filed as inhibitors;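 note: potency is the fitted concentration of half-maximal effect; plate controls were no compound for no effect and no enzyme for full effect; nearly all actives have a fitted effect of over 20% in size; some results filed as inactive show a strong effect at the top dose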
# Target sequence (P00811 whole entry, looked up): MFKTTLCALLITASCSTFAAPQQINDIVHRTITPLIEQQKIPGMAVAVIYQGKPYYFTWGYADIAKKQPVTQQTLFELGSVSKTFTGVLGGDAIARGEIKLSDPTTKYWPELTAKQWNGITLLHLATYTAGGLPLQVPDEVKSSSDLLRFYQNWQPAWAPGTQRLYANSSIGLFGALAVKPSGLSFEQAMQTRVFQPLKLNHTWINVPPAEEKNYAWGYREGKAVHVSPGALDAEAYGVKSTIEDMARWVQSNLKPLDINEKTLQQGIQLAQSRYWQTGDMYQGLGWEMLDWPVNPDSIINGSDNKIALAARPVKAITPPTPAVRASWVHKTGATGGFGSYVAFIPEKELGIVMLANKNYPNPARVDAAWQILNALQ
#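 20 mM phosphate pH 7.0 + 0.01% (detergent screen) or 0.0001% Triton X-100; 5.3 nM AmpC reagent; cpd preinc 15 min RT; nitrocefin (800 uM stock) to start; A480 q20 s × 4 min; Activity was normalised to no-enzyme and no-compound control wells.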
# CHX counter – affects cycloheximide protein synthesis inhibition readout, counter-screen. cell reporter, cycloheximide protein synthesis inhibition counterscreen. actives 12% (n = 300,000). max response, %; in the data active = max response mostly above about 13%, no sharp cut-off; inactive = mostly below about 14%; note: read at 38.3 µM for the half of the compounds with a filed dose; 0% is about no effect
# Tb PYK inh – inhibitors of Trypanosoma brucei pyruvate kinase. Q57TT1. TbPYK enzyme, Kinase-Glo Plus ATP luminescence, 45 min. Potency, µM (series often up to 76.8 µM), without a hit: at the top dose activity, negative = inhibition, most hits filed as inhibitors. actives 0.12% (n = 410,000). AID 624173; note: potency is the fitted concentration of half-maximal effect; % is set by controls: 0 for no effect and ±100 for the full control effect; nearly all actives have a fitted effect of over 50% in size
#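 In this concentration-response screen, enzyme-free wells defined baseline while DMSO plates tracked drift. Each reaction combined TbPYK, substrate, compound and 130 uM ADP for 45 min at room temperature. Kinase-Glo Plus luminescence gave the signal.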
# LmPK inhibitor – inhibitors of Leishmania mexicana pyruvate kinase; purified LmPK, Kinase-Glo ATP luminescence, 1 h; Potency, µM (top dose mostly 57.5 µM), for the others: top-dose activity change, negative = inhibition, usual class: inhibitors; actives 0.37% (n = 290,000); AID 1721; note: potency is the fitted concentration of half-maximal effect; % is set by controls: 0 for no effect and ±100 for the full control effect
# Target sequence (Q27686 whole entry, looked up): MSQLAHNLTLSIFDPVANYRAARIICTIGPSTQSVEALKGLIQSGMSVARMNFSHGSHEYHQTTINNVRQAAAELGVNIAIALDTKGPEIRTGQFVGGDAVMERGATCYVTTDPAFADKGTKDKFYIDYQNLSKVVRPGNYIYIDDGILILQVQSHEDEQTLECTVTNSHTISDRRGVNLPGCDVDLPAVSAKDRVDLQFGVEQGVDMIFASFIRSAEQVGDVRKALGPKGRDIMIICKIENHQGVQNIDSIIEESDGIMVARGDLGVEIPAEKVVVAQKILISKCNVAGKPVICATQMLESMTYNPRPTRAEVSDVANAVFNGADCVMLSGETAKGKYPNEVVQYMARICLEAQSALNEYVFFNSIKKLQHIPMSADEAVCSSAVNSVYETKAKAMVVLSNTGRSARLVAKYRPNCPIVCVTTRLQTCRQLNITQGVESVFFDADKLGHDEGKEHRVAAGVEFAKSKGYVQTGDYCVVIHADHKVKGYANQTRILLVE
#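 In 50 mM imidazole pH 7.2 with 7 mM MgCl2, LmPK (0.1 nM) turned over PEP (0.5 mM) and ADP (0.1 mM) for 1 h at room temperature. Luciferase read-out of ATP.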
# Shiga toxin inh – inhibitors of Shiga toxin in Vero cells. actives 9.2% (n = 290,000). inhibition, % at 38.7 µM. AID 2315. Vero cells, Shiga toxin protein synthesis inhibition reporter; in the data active = inhibition mostly above about 28%, no sharp cut-off; inactive = mostly below about 43%; note: 0% is about no effect
# Pf growth 96h – inhibits malaria parasite growth, 96 h. P. falciparum luciferase reporter growth, 96 h. Potency, µM (series often up to 28.7 µM), without a hit: top-dose activity change, negative = inhibition, most hits filed as inhibitors. actives 6.9% (n = 320,000); note: potency is the fitted concentration of half-maximal effect; % is set by controls: 0 for no effect and ±100 for the full control effect
#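 Plates of compound plus infected erythrocytes (2% hematocrit, 0.05% parasitemia final) incubate 96 hours, 37 C, 5% CO2. Detection reagent added; reduced luminescence from the parasites' luciferase reporter flags inhibition.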
# Numbers without * were called inactive; i = inactive; ? = inconclusive; . = not tested or not shown; & = joins results of further samples; [ ] = another dose, or the depositor's remark. Unless noted, calls come from the whole dose curve; as a rule, active = well fitted curve in the direction sought with a large enough effect; inconclusive = small, poorly fitted or top-dose-only effect, or another doubt; inactive = no such curve, though single readings can be large; an effect the other way counts as inactive or inconclusive.
compound | Pf growth 48h | LmPK inhibitor | Shiga toxin inh | Pf growth 96h | Tb PYK inh | CHX counter | AmpC inh no detg
CC1(C)CC(=O)C2=C(C1)OC1=C(C2)C(=O)CC(C)(C)C1 | -18% | -2% | -10 | 56%[activator] | 0% | -3 | -22%
CC1CN(CC(=O)Nc2ccc(Br)cn2)CC(C)O1 (centres undefined) | 10% | 0% | -2 | -7% | -4% | -1 | -12%
O=C(c1cc(Sc2ccc(Cl)cc2)nc2ccccc12)N1CCN(c2ccccn2)CC1 | 12µM* | 5% | 14 | 57%[activator] | -2% | -4 | 27%
O=C(NCc1ccccc1Cl)c1csc2c1CCCCC2 | 19% | -1% | 11 | . | -11% | 0 | -20%
O=C1CCc2cc(S(=O)(=O)N3CCC(C(=O)NCc4ccccn4)CC3)ccc2N1 | -10% | -4% | -12 | ? | . | -2 | -13%
CC(=O)Nc1ccc(-c2csc(-c3cccnc3)n2)cc1 | 109%[activator] | -4% | 111* | 6% | -6% | 72* | 1%
COc1ccc(-c2cc(=O)oc3cc(OC(C)C(=O)Nc4ccc(CN5CCOCC5)cc4)ccc23)cc1 (centres undefined) | ? | -3% | -4 | 9.3µM* | 4% | -5 | 178%[activator]
COc1ccc(-c2nc(C)sc2CC(=O)O)cc1OC | -6% | -3% | -15 | 34%[activator] | -8% | 8 | -11%
COc1cccc(NC(=O)COC(=O)CCS(=O)(=O)c2ccc(C)cc2)c1 | 0% | 11% | 15 | 47%[activator] | 0% | -3 | -16%
O=C(NCc1cccnc1)c1cn(CCc2ccccc2)nn1 | 14% | -1% | -3 | 9% | 1% | 1 | -3%
Cn1c(SCC(=O)NCc2ccc3c(c2)OCO3)nnc1-c1c[nH]c2ccccc12 | -6% | 2% | 19 | -1% | 6% | -2 | -20%
CC1(C)CC2CC(C)(CN2S(=O)(=O)c2cccc(C(=O)OCC(N)=O)c2)C1 (centres undefined) | 1% | . | . | 3% | -2% | . | ?
Nc1nc(NC(=O)C(Cl)(Cl)Cl)nn1-c1ccccc1 | 10% | 3% | 15 | 29% | 0% | 1 | -15%
CCn1c(=O)c2ccccc2n2c(SCC(=O)N3CCCc4ccccc43)nnc12 | 19% | 0% | -14 | -2% | 1% | -2 | -34%
CC(C)N(Cc1ccccc1)C(=O)c1ccc2c(c1)OCO2 | -2% | -5% | -13 | 2% | -6% | -1 | -4%
Cc1cc(S(=O)(=O)NCCc2ccccc2)c(C)s1 | -14% | 1% | -10 | 7% | -12% | 0 | -18%
CCCC(=O)NC(c1ccccc1OC)c1ccc2cccnc2c1O (centres undefined) | 1.7µM* | 1% | -14 | ? | 1% | 1 | -2%
Cc1cc(=O)oc2c(CN(CC(C)C)CC(C)C)c(O)ccc12 | ? | -5% | -7 | 28% | 1% | -1 | -11%
O=C(Nc1ccc(Oc2ccc(Cl)cc2)c(Cl)c1)c1cc(I)cc(I)c1O | ? | -8% | -8 | ? | 1%&-3% | -1 | ?
NC(=O)COC(=O)C(Cc1ccccc1)NS(=O)(=O)c1ccccc1F (centres undefined) | 35%[activator] | 3% | 7 | -16% | 2% | -3 | 4%
O=C(c1cccc(C(F)(F)F)c1)C1CCCN(C(=O)CCc2cnccn2)C1 (centres undefined) | -19% | 5% | 7 | ? | -2% | 2 | 18%
Cc1c(C(=O)Nc2ccc(Cl)cc2)c2ccccn2c1C(=O)c1ccccc1 | ? | 4% | -8 | ? | -3% | 11 | -26%
Cc1ccccc1N(CC(=O)N1CCOCC1)S(C)(=O)=O | ? | -1% | 71 | 8% | 0% | 9 | -9%
O=C1Nc2ccccc2CCc2ccccc21 | ? | . | . | ? | 1% | . | -7%
CCn1cc(/C=N\NC(=O)c2c[nH]c3ccccc23)c(C)n1 | 14% | -2% | 74* | -18% | -12% | 42 | -47%
CSc1ccc(/C=N/Nc2ccc(Cl)c(C(=O)O)c2)cc1 | i | 0% | 189* | . | -12% | 52* | -27%
CCn1c(C)c(C)c2cc(C(=O)NCCCN3CCOCC3)ccc21 | -16% | 4% | 0 | ? | -6% | 5 | 63%[activator]
CC(=O)OCC1OC(n2ncc(=O)n(Cc3ccccc3)c2=O)C(OC(C)=O)C1OC(C)=O (centres undefined) | 4% | 6% | -10 | -3% | 2% | 12 | 78%[activator]
O=C(CCn1nc(-c2ccc(Cl)cc2)ccc1=O)NCc1ccccn1 | 2% | -3% | -2 | ? | -1% | -1 | 11%
CC(=O)c1c(C)[nH]c(C(=O)NCCc2c[nH]c3ccccc23)c1C | 10% | -1% | 41* | 38%[activator] | -1% | 39* | -16%
CN(C)c1ccc(NC(=O)CN2CCN(S(=O)(=O)c3cc(Cl)ccc3Cl)CC2)cc1 | -27% | -10% | -9 | ? | -10% | -3 | 64%[activator]
CN(C(=O)c1cc([N+](=O)[O-])ccc1N1CCCC1)C1CCCCC1 | -19% | -3% | -6 | 13% | 3% | -2 | 64%[activator]
Cc1c(C(=O)NN2CCN(C)CC2)cccc1[N+](=O)[O-] | 18% | 0% | -10 | -5% | 7% | 0 | -17%
CN(Cc1ccccc1)C(=S)NC(=O)c1ccc(-c2ccccc2)cc1 | ? | 6% | 0 | 7.4µM* | -2% | 6 | -32%
CC(=O)c1cccc(NS(=O)(=O)N(C)C)c1 | -7% | 0% | -10 | . | -6% | -4 | 2%
COc1cc(OC)c(OC)cc1CN1CCN(Cc2cccc(F)c2)CC1 | ? | 1% | . | ? | 8% | -3 | -8%
Cc1nnc(SCC(=O)N2c3ccccc3Sc3ccccc32)n1N | -12% | 1% | 1 | 251%[activator] | -7% | -2 | -7%
CCOCCCNC(=O)Cc1ccc(Br)cc1 | 12% | -1% | 13 | 4% | -2% | -4 | -2%
N#CC(c1ccc(O)cc1)N1CCCCC1 (centres undefined) | . | 2% | -6 | 19% | -1% | -1 | -15%
O=C(NC1CCCCC1)Sc1ccc(Cl)cc1 | 13% | 13% | 63 | 0% | ? | 15 | -16%
O=C(COC(=O)/C=C/c1ccccc1Cl)NC(=O)NCc1ccccc1 | 23% | . | . | 3% | 1% | . | -3%
COc1cc(OC)c(C(=O)Nc2cccc(C(C)=O)c2)cc1OC | . | 17% | 25 | 2% | -11% | 19* | 29%
O=C1N=c2ccccc2=C1c1c(O)[nH]c2c(C(F)(F)F)cccc12 | -2% | 3% | . | ? | -28% | -2 | -29%
CS(=O)(=O)N(CC(=O)N1CCCC1)c1ccccc1F | 8% | 1% | -3 | ? | 2% | -2 | -13%
Cc1ccc(C2C=C(c3ccccc3OC(F)F)Nc3ncnn32)cc1 (centres undefined) | ? | 1% | -8 | ? | 7% | -1 | 15%
CC(C)(C)c1ccc(CSc2cnn(C(C)(C)C)c(=O)c2Cl)cc1 | ? | 4% | 12 | ? | -16% | -3 | -26%
O=C1Nc2ccc(Br)cc2C(c2ccccc2)=NC1O (centres undefined) | 17% | -8% | -5 | 20% | 2% | -3 | 24%
CC(C)COP(=O)(OCC(C)C)C(O)c1cccnc1 (centres undefined) | 3% | -6% | 3 | 37%[activator] | 1% | -5 | -9%
Cc1cc(Nc2ccccc2)n(CCC#N)n1 | 12% | -8% | -2 | . | -5% | -4 | -15%
COc1cc(C(=O)N(Cc2cccnc2)Cc2cc3cc4c(cc3[nH]c2=O)OCCO4)cc(OC)c1OC | -24% | -3% | -24 | -15% | 1% | 6 | 15%
CCOC(=O)C1(CCOc2ccccc2)CCN(Cc2cccc(O)c2)CC1 | ? | 12% | 25 | 2% | 4% | -4 | -2%
O=S(=O)(c1ccccc1)c1nc(-c2cccs2)oc1NCC1CCCO1 (centres undefined) | -16% | 0% | 4 | 4%[5.75 µM] | 1% | -1 | -7%
Cc1c(C)n(Cc2ccccc2)c2ncnc(NCCCO)c12 | -1% | -3% | -7 | 0% | -4% | -3 | -16%
CC(Sc1nnc2ccccn12)C(=O)Nc1ncc(Cl)cc1Cl (centres undefined) | 31%[activator] | 2% | 18 | 76%[activator] | 2% | 26 | -15%
CC(=O)c1cccc(NC(=O)c2ccc(Br)o2)c1 | 23% | -1% | 63* | -6% | 5% | 24* | -44%
COc1cc(NC(=O)c2cc3c(CO)cnc(C)c3oc2=Nc2cccc(C(N)=O)c2)cc(OC)c1 | -9% | -1% | -9 | 1% | 2% | -7 | -9%
CCN(CC)S(=O)(=O)c1ccc(S(=O)(=O)N2CCCC2)cc1 | 67%[activator] | -3% | -8 | ? | 3% | 4 | 1%
Cc1cccc(-c2nc3ccccc3c(=O)n2NC(=S)N(C)C)c1 | 3% | 1% | -13 | -30% | ? | -3 | -18%
CN1C[C@H](CO)C=C2c3cccc4[nH]cc(c34)C[C@H]21 | ? | 4% | 10 | ? | -4% | 0 | 6%
COc1ccccc1NC(=S)NC1CC2CCC1C2 (centres undefined) | -12% | 4% | 40 | ? | -2% | 9 | -20%
CCc1ccc(OCC(=O)Nc2nnc(-c3ccco3)s2)cc1 | 32%[activator] | 0% | -4 | 10% | -1% | -3 | -52%
CN(C(=O)n1cnc2ccccc21)c1ccccc1 | 0% | 0% | 6 | 75%[activator] | 2% | -2 | -7%

# Grouped by structure: the compounds so far with an aryl methoxy group
compound | Pf growth 48h | LmPK inhibitor | Shiga toxin inh | Pf growth 96h | Tb PYK inh | CHX counter | AmpC inh no detg
COc1ccc(-c2cc(=O)oc3cc(OC(C)C(=O)Nc4ccc(CN5CCOCC5)cc4)ccc23)cc1 (centres undefined) | ? | -3% | -4 | 9.3µM* | 4% | -5 | 178%[activator]
COc1ccc(-c2nc(C)sc2CC(=O)O)cc1OC | -6% | -3% | -15 | 34%[activator] | -8% | 8 | -11%
COc1cccc(NC(=O)COC(=O)CCS(=O)(=O)c2ccc(C)cc2)c1 | 0% | 11% | 15 | 47%[activator] | 0% | -3 | -16%
CCCC(=O)NC(c1ccccc1OC)c1ccc2cccnc2c1O (centres undefined) | 1.7µM* | 1% | -14 | ? | 1% | 1 | -2%
COc1cc(OC)c(OC)cc1CN1CCN(Cc2cccc(F)c2)CC1 | ? | 1% | . | ? | 8% | -3 | -8%
COc1cc(OC)c(C(=O)Nc2cccc(C(C)=O)c2)cc1OC | . | 17% | 25 | 2% | -11% | 19* | 29%
COc1cc(C(=O)N(Cc2cccnc2)Cc2cc3cc4c(cc3[nH]c2=O)OCCO4)cc(OC)c1OC | -24% | -3% | -24 | -15% | 1% | 6 | 15%
COc1cc(NC(=O)c2cc3c(CO)cnc(C)c3oc2=Nc2cccc(C(N)=O)c2)cc(OC)c1 | -9% | -1% | -9 | 1% | 2% | -7 | -9%
COc1ccccc1NC(=S)NC1CC2CCC1C2 (centres undefined) | -12% | 4% | 40 | ? | -2% | 9 | -20%

# Not a hit list; 22% or so of the library scored in one or more.
